Assay outcomes (PubChem BioAssay)
Abeta yeast res – qHTS for compounds that reverse cellular toxicity of Amyloid beta (A-beta) peptide in yeast: Primary Screen; yeast expressing A-beta42, growth rescue, OD600, 48 h; response scale: 0% DMSO, 100% iron-clioquinol control; Potency, µM (highest dose often 46.1 µM), for inactives: top-dose growth rescue, hits mostly activators; hit rate 0.063% among 410,000; further: potency means the concentration at half of the fitted maximal effect; nearly all actives have a fitted effect of over 55% in size
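Yeast A-beta toxicity model in growth medium with pinned compounds, 48 h at 30 C; growth read as absorbance at 600 nm. Normalized to FeCl3/clioquinol equimolar mix (positive) and DMSO (negative).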
EPAC1 ag – qHTS for Agonist of cAMP-regulated guanine nucleotide exchange factor 3 (EPAC1): primary screen; EPAC1 agonist qHTS, biochemical assay; response scale: 100% = response to 6.5 mM cAMP; Potency, µM (highest dose often 154 µM), for the others: top-dose activation, actives largely listed as activators; hit rate 0.073% among 360,000; AID 720707, 2013; further: potency means the concentration at half of the fitted maximal effect; nearly all actives have a fitted effect of over 60% in size
Target sequence (O95398 whole entry, looked up): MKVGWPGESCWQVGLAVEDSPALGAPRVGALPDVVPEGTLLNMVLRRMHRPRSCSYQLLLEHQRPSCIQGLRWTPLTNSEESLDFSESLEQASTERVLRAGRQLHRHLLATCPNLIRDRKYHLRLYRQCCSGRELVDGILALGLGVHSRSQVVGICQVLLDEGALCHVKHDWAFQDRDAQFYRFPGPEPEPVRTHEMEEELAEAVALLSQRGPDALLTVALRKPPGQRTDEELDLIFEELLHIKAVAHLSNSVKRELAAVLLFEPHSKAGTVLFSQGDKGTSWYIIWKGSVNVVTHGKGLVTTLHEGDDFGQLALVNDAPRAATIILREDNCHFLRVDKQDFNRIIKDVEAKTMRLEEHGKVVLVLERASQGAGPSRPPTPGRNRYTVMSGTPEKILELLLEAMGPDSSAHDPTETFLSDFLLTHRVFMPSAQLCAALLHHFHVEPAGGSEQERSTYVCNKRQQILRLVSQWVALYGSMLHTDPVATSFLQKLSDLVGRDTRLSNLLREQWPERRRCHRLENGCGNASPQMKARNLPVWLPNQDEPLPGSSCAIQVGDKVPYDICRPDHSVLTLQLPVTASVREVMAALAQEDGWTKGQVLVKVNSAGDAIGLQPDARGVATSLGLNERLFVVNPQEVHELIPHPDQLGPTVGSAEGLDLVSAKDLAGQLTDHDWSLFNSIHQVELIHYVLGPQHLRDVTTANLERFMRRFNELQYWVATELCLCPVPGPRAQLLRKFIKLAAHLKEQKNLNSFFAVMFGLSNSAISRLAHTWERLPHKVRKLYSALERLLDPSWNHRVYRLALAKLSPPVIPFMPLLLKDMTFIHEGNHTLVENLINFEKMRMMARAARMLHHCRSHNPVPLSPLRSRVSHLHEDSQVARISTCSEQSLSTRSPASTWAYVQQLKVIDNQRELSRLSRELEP
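Multi-concentration qHTS readout: loss of Rap1B-bound BODIPY-GDP fluorescence driven by 100 nM EPAC1 with excess GDP (50 uM), monitored kinetically at room temperature; agonist response expressed relative to 6.5 mM cAMP.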
FUS suppressor – qHTS for Suppressors of FUS Proteinopathy: Primary screen using FUS-linked yeast assay. S. cerevisiae FUS-expressing, growth rescue, OD600, 24 h. Potency, µM (top dose mostly 76.6 µM), for the others: top-dose growth rescue (activation), hits mostly activators. hit rate 0.24% among 390,000. AID 1347120, 2019;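 further: potency means the concentration at half of the fitted maximal effect; plate controls were DMSO vehicle for no effect and reference control for full effect; nearly all actives have a fitted effect of over 55% in size; some results filed as inactive show a strong effect at the top dose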
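Steps: raffinose overnight preculture; dilution to OD 0.005 in 2% galactose minimal medium; compound addition (concentration series); 24hr at 30C, 99% humidity; absorbance read at 600 nm.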
IL-2 act – qHTS of IL-2 Activators. IL-2 activation reporter assay, cell-based qHTS; stimulated with anti-CD3/CD4/CD28 beads; in transgenic mouse T cells. activation, % (series mostly up to about 46 µM). hit rate 0.065% among 360,000. AID 652025, 2013; in the data active means activation above about 50%; inconclusive means mostly about 30% to 49%; further: 0% is about no effect
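First, unstimulated transgenic mouse T cells were exposed to compound for 60 min. Next, anti-CD3/anti-CD4-coated beads with anti-CD28 were added. Finally, after 18 h at 37 degrees C, EGFP and DsRed were imaged.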
WRN inhibitor – qHTS for Inhibitors of WRN Helicase | Bifunctional 3'-5' exonuclease/ATP-dependent helicase WRN (Homo sapiens), Q14191 | WRN helicase unwinding, fluorescent forked duplex, kinetic | Potency, µM (highest dose often 114 µM), without a hit: at the highest dose activity change, negative = inhibition, usual class: inhibitors | hit rate 0.46% among 360,000 | AID 651768, 2012; further: potency means the concentration at half of the fitted maximal effect; on the % scale 0 is the no-effect control and ±100 the full control effect; nearly all actives have a fitted effect of over 55% in size
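Kinetic fluorescence helicase assay: unwinding of a quenched forked DNA duplex (100 nM final) with 2 mM ATP final raises red fluorescence (525/598 nm). Compounds sat 15 min at room temperature with 20 nM WRN beforehand.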
PLK1 PBD inh – qHTS for Inhibitors of PLK1-PDB (polo-like kinase 1 - polo-box domain): Primary Screen; Serine/threonine-protein kinase PLK1 (Homo sapiens), P53350; Plk1 PBD binding of FITC phosphopeptide, fluorescence polarization; Potency, µM, without a hit: max response, negative = inhibition, actives largely listed as inhibitors; hit rate 2.8% among 360,000; further: potency means the concentration at half of the fitted maximal effect; series mostly up to about 57 µM; on the % scale 0 is the no-effect control and ±100 the full control effect; nearly all actives have a fitted effect of over 65% in size
EPAC1 antag – qHTS for Antagonist of cAMP-regulated guanine nucleotide exchange factor 3 (EPAC1): primary screen; AID 720709, 2013; EPAC1 GEF assay, Rap1b-BODIPY-GDP exchange fluorescence; hit rate 0.14% among 360,000; Rap guanine nucleotide exchange factor 3 (Homo sapiens), O95398; Potency, µM (highest dose often 115 µM), inactives show at the highest dose activity change, negative = inhibition, usual class: inhibitors;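 further: potency means the concentration at half of the fitted maximal effect; plate controls were vehicle for no effect and positive control for full effect; nearly all actives have a fitted effect of over 50% in size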
PI5P4K alpha inh – qHTS for Inhibitors of phosphatidylinositol 5-phosphate 4-kinase (PI5P4K). max response, %. hit rate 1.2% among 330,000. AID 652105, 2013. Phosphatidylinositol 5-phosphate 4-kinase type-2 alpha (Homo sapiens), P48426. PI5P4Kalpha enzyme, ADP-Glo luminescence, 60 min; stronger effect = lower value; active means max response of -50% or lower; inconclusive means between -30% and -50%; inactive means -30% or higher; further: value at the top dose of about 77 µM; on the % scale 0 is the no-effect control and ±100 the full control effect
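Human PI5P4Kalpha with substrate in 0.038 M HEPES pH 7.4, 0.28 mM EGTA, 0.1% CHAPS, 5% DMSO; reaction started with 5 microM ATP (final), 60 min at room temperature. ADP formed read by ADP-Glo luminescence.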
The depositor's hits bear a star; ? = inconclusive; . = no result given; & = joins results of further samples; [ ] = remark or other dose. Unless noted, the call rests on the fitted dose curve; in most records, active means well fitted curve in the direction sought with a large enough effect; inconclusive means small, poorly fitted or top-dose-only effect, or another doubt; inactive means no such curve, though single readings can be large; an effect the other way counts as inactive or inconclusive.

Second line of a record – WRN inhibitor | FUS suppressor | EPAC1 ag | IL-2 act | Abeta yeast res | EPAC1 antag | PLK1 PBD inh | PI5P4K alpha inh
- CC(C)N(CCNC(=O)COc1ccc2oc3c(c2c1)CCCC3)C(C)C
→ -4% | 18% | 3% | -2.9 | -5% | -10% | -13% | 0
- Cc1ccc(NS(=O)(=O)c2cccc(C(=O)N3CCN(c4ncccn4)CC3)c2)cc1
→ -6% | . | 0% | -5.3 | 12% | 6% | 6% | -3
- CCN(C(=O)/C=C/c1ccccc1)C1CCCCC1
→ -12% | 6% | 2% | -0.9 | -18% | -8% | 1% | 1
- O=P(Cc1cc(Br)cc(Br)c1OCCO)(c1ccccc1)c1ccccc1
→ -5% | 1% | 11% | -4.1 | 10% | 2% | -3% | 6
- CCN(CC(=O)NCCc1ccc(S(N)(=O)=O)cc1)Cc1nc2ccccc2c(=O)[nH]1
→ -12% | 10% | -3% | 0.4 | 4% | -1% | -11% | -1
- NS(=O)(=O)c1ccc(Nc2ccccc2)c([N+](=O)[O-])c1
→ -10% | -8% | 0% | 0.4 | -5% | 9% | -3% | -16
- CSc1n[nH]c(=O)n1-c1ccc(Cl)cc1
→ -3% | 0% | 8% | -1.0 | -3% | -10% | -2% | 5
- Cc1nn(CCc2n[nH]c(=S)n2C2CCCCC2)c(C)c1Br
→ 3% | 9% | -8% | 4.6 | 2% | 4% | -5% | .
- CCN(CC)CCN(C)C1CCC(c2ccccc2)CC1 (stereo unspecified)
→ -20% | . | 8% | -0.1 | 20% | -15% | -7% | -4
- CCN1C(=O)/C(=C2/Sc3ccccc3N2CCCS(=O)(=O)O)SC1=S
→ ? | -2%&23% | 8%&14% | 1.1&-0.7 | -9%&-14% | 1%&8% | -29%&-29% | 2&-4
- COc1ccc2c(c1OC)C(=O)N1C2SC(C)(C)[C@H]1C(=O)NCC(C)C (stereo partly specified)
→ 2% | -9% | 8% | -0.9 | -10% | 0% | -2% | 0
- COc1ccc(CCNC(=O)c2ccc(N(C)S(=O)(=O)c3ccc(C)cc3)cc2)cc1OC
→ -5% | 41% | -7% | 0.1 | 13% | -4% | 6% | -2
- Cc1cc(C)n(CC(=O)O)c(=O)c1[N+](=O)[O-]
→ -3% | -10% | 0% | 0.1 | 16% | ? | -2% | -4
- O=C(Nc1cccc([N+](=O)[O-])c1)C1C2/C=C\CCCCC21 (stereo unspecified)
→ -5% | 6% | 11% | -0.3 | 4% | 6% | 5% | -3
- CCc1c(O)nc(SCC(=O)Nc2cc(C)on2)n(-c2ccccc2)c1=O
→ -25% | . | 7% | 2.2 | -3% | -12% | -2% | 1
- COCCNC(=O)COC(=O)c1ccc(S(=O)(=O)N2CCOCC2)cc1
→ 0% | 1% | 2% | -0.5 | -1% | -6% | -10% | 4
- C/C(=N\NC(=O)Cc1c[nH]c2ccccc12)c1ccc2ccccc2c1
→ -11% | 19% | -9% | 0.7 | -1% | -21% | 6% | -53*
- CC(=O)NC1=NN(C(C)=O)C(C)(c2ccccc2)S1 (stereo unspecified)
→ -7% | -2% | 5% | -0.4 | 4% | -14% | -2% | .
- CC(C)c1ccccc1NS(=O)(=O)c1cccs1
→ -2% | 7% | 7% | 0.0 | 22% | 4% | 1% | 0
- O=C(Nc1ccc(N2CCN(C(=O)c3ccco3)CC2)c(Cl)c1)c1c(F)c(F)c(F)c(F)c1F
→ -13% | 42% | -5% | -0.3 | ? | -7% | -1% | -4

The results go on:
Second line of a record – WRN inhibitor | FUS suppressor | EPAC1 ag | IL-2 act | Abeta yeast res | EPAC1 antag | PLK1 PBD inh | PI5P4K alpha inh
- Cc1ccc(Nc2nc(NCC3CC3)nc3ccsc23)c(C)c1
→ -5% | -3% | -3% | -0.8 | -18% | -11% | -3% | -16
- COc1ccc(C(=O)NCC(=O)OCC(=O)N2CC(C)CC(C)C2)cc1 (stereo unspecified)
→ 9% | 14% | 12% | 4.0 | 3% | 0% | -3% | 4
- O=c1c(-c2ccc(Br)cc2)[n+]([O-])c2ccccc2n1OCc1ccccn1
→ -8%[57.1 µM] | -8% | 3% | 0.3 | -13% | -4% | 24µM* | 6
- Cc1cc(NC(=O)C(C)Oc2ccccc2)no1 (stereo unspecified)
→ -11%[57.1 µM] | -56%[inhibitor] | -2% | -0.3 | -4% | -1% | -1% | -1
- O=C1N/C(=C/c2cccn2-c2ccc(F)cc2)C(=O)N1Cc1ccccc1
→ 1% | 20% | 0% | -2.7 | 8% | -1% | -3% | .
- CCN1CSC(=S)N(Cc2ccc(OC)cc2)C1
→ -33% | 3% | -7% | -0.8 | -59%[inhibitor] | -29% | ? | 2
- Cc1ccc(C2(C(=O)N3CCC(n4nc(-c5ccccc5)oc4=O)CC3)CC2)cc1
→ -9% | ? | 10% | 0.4 | . | -16% | -3% | 7
- COC(=O)CN1C(=O)N/C(=C/c2ccc(OC)c(C)c2OC)C1=O
→ -5% | 15% | 6% | 2.7 | 10% | -7% | -6% | 1
- CCCCCc1cc(=O)oc2c(C(CCN3CCCC(C)C3)c3ccc(OC)cc3)c(OC)cc(OC)c12 (stereo unspecified)
→ -8% | 40% | -8% | -0.8 | 5% | 2% | 5% | -1
- CN(C(=O)COC(=O)c1ccccc1NCCO)C1CCS(=O)(=O)C1 (stereo unspecified)
→ -14% | 15% | 17% | 0.2 | 8% | -3% | -2% | -6
- Cn1cnnc1SCCCN1C(=O)c2cccc3cccc(c23)C1=O
→ -1% | 19% | 5% | 0.1 | -1% | 13% | 0% | -2
- CC1CCCCC1Nc1nc2ccc(Cl)cc2n2cnnc12 (stereo unspecified)
→ -3%[57.1 µM] | 15% | -3% | -2.4 | -6% | -17% | 3% | -2
- CCc1ccc(C(=O)NCc2ccc(Cl)cc2Cl)cc1
→ -1% | 10% | 12% | 0.1 | -12% | 6% | -6% | 1
- Nc1nc2c(ncn2[C@@H]2O[C@H](CNS(=O)(=O)N3CCCC3)[C@@H](O)[C@H]2O)c(=O)[nH]1
→ -12% | -13% | -9% | -0.2 | -8% | 21% | 2% | 3
- C/C(=N\NC(=O)c1ccccc1O)c1ccc(Br)s1
→ -26% | . | 18% | 1.5 | 8% | -2% | 2% | -1
- CCC(CC)C(=O)Nc1ccc(C)cc1O
→ -3% | 18% | 2% | -0.4 | 19% | 9% | 2% | -2
- CCn1ccc(C(=O)Nc2ccc(N(C)C(C)=O)cc2)n1
→ 7% | -8% | 15% | 0.5 | 7% | 0% | -5% | 5
- COc1ccc(CCNC(=O)c2ccc(N3CCCC3=O)cc2)cc1OC
→ -1% | -2% | 3% | -1.7 | 6% | 0% | -6% | .
- Cc1ccccc1-c1cccc([C@@H]2C[C@H]3[C@H](CON3C)CN2Cc2cc(Cl)cc(Cl)c2)c1
→ 1% | -16% | -6% | 1.1 | -31% | -5% | -2% | 35
- CC(C)CNc1nc(N)c([N+](=O)[O-])c(NCc2ccccc2)n1
→ 4% | 8% | 7% | -3.8 | 0% | -4% | -1% | -4

Continued:
Second line of a record – WRN inhibitor | FUS suppressor | EPAC1 ag | IL-2 act | Abeta yeast res | EPAC1 antag | PLK1 PBD inh | PI5P4K alpha inh
- Cc1nc2ccc(C(=O)Nc3ccc4nc[nH]c4c3)cc2[nH]1
→ ? | 2% | 7% | 1.0 | -10% | -16% | -7% | 2
- Cn1c(=O)c2c(nc(Sc3n[nH]c(N)n3)n2Cc2ccccc2Cl)n(C)c1=O
→ 11% | 10% | 1% | -2.1 | 4% | 5% | -3% | 1
- COC(=O)c1ncn(C2OC(COC(C)=O)C(OC(C)=O)C2OC(C)=O)n1 (stereo unspecified)
→ -1% | -31% | 4% | -1.6 | -4% | 4% | -6% | 8
- CC(C)c1cn(CC[C@@H]2CC[C@H](NS(=O)(=O)c3ccc(F)cc3)[C@@H](CO)O2)nn1
→ -2% | -5% | 5% | -0.1 | 6% | -6% | -8% | -4
- Cc1ccccc1CN1CCN(C2CCC2)CC1CCO (stereo unspecified)
→ -11% | 0% | -2% | 1.0 | 0% | 5% | -2% | 1
- Cc1ccc(-c2cc(C(=O)N/N=C/c3cccnc3)n[nH]2)o1
→ -11% | -26% | 5% | -1.5 | 18% | 9% | -12% | -8
- COc1ccc(NC(=O)CN(C)C(=O)c2cc(-c3cccs3)nn2-c2ccccc2)cc1
→ -13% | -1% | 9% | 1.8 | -5% | -5% | -5% | 0
- O=Cc1ccc(O)cc1O
→ 2% | -6% | -4% | -0.1 | -2% | -6% | -5% | -2
- O=C1COc2ccc(C(=O)COC(=O)COc3ccccc3[N+](=O)[O-])cc2N1
→ -2% | 10% | -4% | -2.0 | -3% | 4% | 1% | 1
- CCCNC(=O)C(Cc1cccc(Cl)c1)NC(=O)c1ccccc1 (stereo unspecified)
→ -29% | -4% | 5% | 6.3 | 7% | 3% | -5% | 2
- CCS(=O)(=O)c1nc(S(=O)(=O)c2ccc(Cl)cc2)c(NCCN2CCOCC2)s1
→ 10% | 1% | -13% | -0.4 | 5% | 12% | -1% | 2
- CCCNC(=O)C1(C)CCCN(Cc2ccc3c(c2)OCO3)C1 (stereo unspecified)
→ -5% | -22% | 0% | -0.2 | 15% | 21% | -8% | 3
- CCc1ccc(CN2CCSCC2)cc1
→ -3% | -22% | 6% | 0.0 | 1% | 27% | -12% | -8
- COc1ccccc1C(=O)NCCNC(=O)c1ccc(C)nc1
→ 17% | 20% | 2% | 0.1 | 2% | 29% | -3% | 2
- Cc1cccc(-c2c(NC(=O)c3ccco3)oc3c(C)cccc3c2=O)c1
→ -6% | 3% | -5% | -1.1 | 7% | -3% | -22% | 0
- CC(=O)OC(C(=O)Nc1nccs1)c1ccccc1 (stereo unspecified)
→ -8% | 9% | -6% | 0.4 | -9% | -11% | 7% | 4
